Screening results as filed in PubChem BioAssay.
NS5 inhibitors: Dengue-2 NS5 methyltransferase inhibitors, primary screen, biochemical, confirmation dose response (AID 588689); Genome polyprotein (Dengue virus type 2 (strain 16681-PDK53)); Dengue-2 NS5 methyltransferase capping enzyme assay, biochemical; higher % means a stronger effect; one-dose inhibition, % at 25 µM; IC50 in µM for titrated hits; 340,000 tested, 0.3% active; in the data active = a potency from the dose series; inconclusive = inhibition above about 29% without an active follow-up result
RSV antiviral HEp-2: RSV antiviral activity via CPE protection, HEp-2 cells, primary 10 µM value included (AID 2391) | HEp-2 cells, RSV-induced CPE inhibition; higher % means a stronger effect | CPE inhibition, % at 10 µM, or IC50 in µM where a hit was titrated | 310,000 tested, 0.13% active; in the data active = a potency from the dose series; inconclusive = CPE inhibition mostly from about 23% at the one dose, without a potency; inactive = the rest, 99 in 100 with CPE inhibition below about 21%; note: strong numbers were not always called active
SIAH1 antagonists: Siah-1 peptide-binding antagonists, primary screen, biochemical, fluorescence polarization, rhodamine-plectin, uHTS (AID 1817); displacement, % at 20 µM, or IC50 in µM where a hit was titrated; Siah-1 / rhodamine-plectin peptide fluorescence polarization; higher % means a stronger effect; 290,000 tested, 0.02% active; E3 ubiquitin-protein ligase SIAH1 (Homo sapiens);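 active = displacement of at least 50% at 20 µM, with a fluorescence ratio check between 0.3 and a set limit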;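 note: plate controls were Siah plus tracer with DMSO for no effect and tracer alone without Siah for full effect; strong numbers were not always called active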
AID2073: inhibitors of Mint1-CaV2.2 protein interaction, biochemical, HTRF (AID 2073); HTRF protein-protein interaction, Mint1-CaV2.2; higher % means a stronger effect; inhibition, % at 20 µM, or IC50 in µM where a hit was titrated; 290,000 tested, 0.19% active; in the data active = inhibition mostly above about 51%, no sharp cut-off; inconclusive = no clear call, values can overlap the other calls; inactive = mostly below about 53%; note: some results filed as inactive read as strong as hits
West Nile virus CPE: West Nile virus antiviral activity, cell-based, CPE readout (AID 1621) | CPE inhibition, % at 10 µM, or IC50 in µM where a hit was titrated | West Nile virus-infected cells, CPE inhibition; higher % means a stronger effect | 290,000 tested, 0.02% active; in the data active = a potency from the dose series; inconclusive = CPE inhibition mostly from about 3.7% at the one dose, without a potency; inactive = the rest, 99 in 100 with CPE inhibition below about 2.2%; note: strong numbers were not always called active
K1F lysis inhibition: inhibition of K1F phage lysis, E. coli UTI89, bacterial capsule biogenesis inhibitors, alamar blue (AID 488966); inhibition, % at 100 µM, or IC50 in µM where a hit was titrated; 340,000 tested, 0.02% active; E. coli UTI89 K1F phage lysis, alamar blue, 2 h; higher % means a stronger effect;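 active = phage lysis inhibition, versus mean bacterial control, above a set limit; inconclusive = no clear call, values can overlap the other calls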;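 note: capsule biogenesis inhibitors block K1F phage lysis so surviving cells raise fluorescence; higher fluorescence means more inhibition of phage lysis; actives were called in the ten point dose series up to 300 µM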
NTR1 agonist: agonists of NTR1, primary screen, imaging, U2OS cells, beta-arrestin-GFP, high content (AID 493036); Neurotensin receptor type 1 (Homo sapiens), P30989; NTR1-U2OS beta-arrestin-GFP spot imaging, agonist mode; activation, % at 20 µM; 330,000 tested, 0.17% active;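 active = activation at or above 40% of the spot to cytoplasm intensity ratio, with at least 20 cells analyzed; inconclusive = wells under 20 cells, flagged as cytotoxic or low count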;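 note: 0% = DMSO without peptide and 100% = 100 nM NTR1 peptide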
Target sequence (P30989 whole entry, looked up): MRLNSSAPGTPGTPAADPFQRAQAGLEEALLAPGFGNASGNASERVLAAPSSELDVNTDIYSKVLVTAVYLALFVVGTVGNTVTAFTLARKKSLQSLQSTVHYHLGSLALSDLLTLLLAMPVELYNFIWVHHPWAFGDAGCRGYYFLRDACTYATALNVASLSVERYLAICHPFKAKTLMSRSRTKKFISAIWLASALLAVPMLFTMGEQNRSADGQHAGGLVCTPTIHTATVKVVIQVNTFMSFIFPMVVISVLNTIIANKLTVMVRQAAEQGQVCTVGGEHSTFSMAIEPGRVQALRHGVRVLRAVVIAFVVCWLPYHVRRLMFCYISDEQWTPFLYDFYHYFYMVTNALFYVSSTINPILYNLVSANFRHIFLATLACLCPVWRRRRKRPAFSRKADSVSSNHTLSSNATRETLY
Large T inhibition: SV40 large T antigen inhibitors, biochemical (AID 1903) | 310,000 tested, 0.39% active | SV40 large T antigen ATPase/helicase inhibition assay; higher % means a stronger effect | inhibition, % at 20 µM; hits with a dose series show IC50 in µM; in the data active = a potency from the dose series; inconclusive = inhibition mostly from about 32% at the one dose, without a potency; inactive = the rest, 99 in 100 with inhibition below about 32%; note: strong numbers were not always called active
Rac1 GTP hydrolysis: MgcRacGAP GTPase-activating activity inhibitors, confirmation, biochemical, ADP Hunter fluorescence; 340,000 tested, 0.6% active; one-dose inhibition, % at 30 µM; IC50 in µM for titrated hits; Rac GTPase-activating protein 1 (Homo sapiens); MgcRacGAP-stimulated Rac1 GTP hydrolysis, ADP Hunter fluorescence; higher % means a stronger effect; GST-tagged Rac1 F28L mutant substrate;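 active = first-screen hits whose inhibition reached a set limit at any dose in the follow-up dose series; inconclusive = inhibition above the set first-screen limit but never retested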;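 note: fluorescence reports GDP produced by GAP-driven GTP hydrolysis; strong numbers were not always called active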
NTR1 agonist cell count 20 µM: recorded beside NTR1 agonist, whose call it bears; cell count; measured here: cell count, cytotoxicity flag
An asterisk follows results filed as active; ? = inconclusive; . = no result given; [ ] = another dose, or the depositor's remark.

SMILES	NS5 inhibitors	RSV antiviral HEp-2	SIAH1 antagonists	AID2073	West Nile virus CPE	K1F lysis inhibition	NTR1 agonist	NTR1 agonist cell count 20 µM	Large T inhibition	Rac1 GTP hydrolysis
COc1cccc(NC(=O)c2ccccc2N2C(=O)C3C4C=CC(C4)C3C2=O)c1 (stereo unspecified)	-6.4%	1.9%	1.4%	-0.3%	0.1%	-0.1%	-0.5	49	7.9%	5.5%
O=C(c1ccco1)N1CCCN(Cc2cn[nH]c2-c2ccc(-c3ccccc3)cc2)CC1	1.6%	10.9%	0.8%	-3.3%	-1.4%	0.5%	1.8	51	5.1%	6.7%
Cc1ccc([C@@H]2[C@@H]3C(=O)N(C)C(=O)[C@@H]3[C@]3(Cc4ccccc4)C(=O)N(Cc4ccccc4)CC(=O)N23)o1	0.8%	-0.1%	-6.0%	0.1%	-0.3%	1.1%	-3.5	89	5.2%	7.4%
CN1CCC(OC(=O)COc2ccccc2)CC1	-2.4%	0.4%	2.2%	15.2%	0.1%	0.3%	-1.2	97	1.7%	5.8%
CCOC(=O)NC(Nc1cc(C)ccn1)(C(F)(F)F)C(F)(F)F	-8.1%	2.5%	-1.0%	-0.8%	0.0%	0.1%	-0.8	53	-17.5%	-4.0%
O=C(CSc1nnc(NC(=O)c2ccccc2Cl)s1)Nc1ccc2c(c1)oc1ccccc12	.	6.1%	23.7%	20.7%	-0.5%	.	51.0*	66*	3.6%	.
COc1ccc(-n2c(C)cc(C(=O)CCl)c2C)cc1	-3.1%	-4.0%	5.4%	11.2%	-0.5%	-0.2%	16.5	42	14.7%	9.3%
COc1ccc(NC(=O)c2cccc(OC(F)F)c2)cc1Cl	-7.5%	3.9%	2.2%	-1.5%	-0.5%	-1.8%	1.1	80	8.2%	3.5%
CCCCNC(=O)COC(=O)c1ccc(Cl)c(S(=O)(=O)N2CCCC2)c1	3.3%	1.3%	-9.7%	-8.8%	0.3%	8.0%	-0.2	50	8.3%	2.9%
Fc1ccc(Sc2ccccc2CNC2=NCCN2)cc1	0.6%	11.0%	-3.5%	2.7%	0.1%	-0.2%	2.8	70	9.5%	2.0%
O=C(COc1cccc(F)c1)N1c2ccccc2Sc2ccccc21	-1.3%	?	7.4%	-4.6%	-1.0%	-0.3%	9.0	74	7.9%	?
COC(=O)C(CC(C)C)NC(=O)C(N)Cc1ccccc1 (stereo unspecified)	4.0%	-1.2%	2.3%	6.5%	-0.1%	0.1%	-1.8	81	15.7%	6.6%
Cc1ccc(NC(=O)[C@@H]2CCCN2S(=O)(=O)c2ccccc2C(F)(F)F)cc1S(=O)(=O)N1CCOCC1	-5.8%	4.4%	10.2%	5.5%	-1.0%	8.7%	1.9	41	1.8%	5.4%
CC1(C)NC(=O)N(CC(=O)Nc2nc(-c3ccc(F)cc3)cs2)C1=O	-4.1%	3.4%	3.8%	-6.2%	.	4.8%	-1.4	55	3.8%	6.3%
NC(=O)c1cc(S(=O)(=O)N2CCCC2)ccc1OCCOc1ccccc1F	-1.4%	.	.	.	.	1.2%[50 µM]	0.0	70	.	3.2%
O=C(Nc1cccc(S(=O)(=O)N2CCCCCC2)c1)c1ccc(=O)[nH]c1	-3.0%	1.4%	.	.	.	0.5%[50 µM]	0.3	99	.	4.1%
COc1cc2c(cc1OC)C1Cc3ccc(OC)c(OC)c3CN1CC2 (stereo unspecified)	4.3%	-1.6%	9.1%	4.0%	-0.2%	0.8%	1.2	47	17.2%	14.1%
Cc1cccc(-c2noc(CN(C)C(=O)c3ccoc3C)n2)c1	-3.7%	14.1%	4.6%	4.8%	-1.0%	-0.5%	-1.6	61	0.8%	4.1%
Cc1ccc(CCNC(=O)C23C[C@H]4C[C@@H](C2)CC(n2nnc(C)n2)(C4)C3)cc1	3.1%	0.3%	10.4%	-7.5%	-1.2%	0.2%	0.6	61	8.8%	10.3%
COc1ccc(C2=NN(C(=O)c3ccncc3)C(c3ccccc3O)C2)cc1 (stereo unspecified)	-20.3%	1.4%	0.4%	5.1%	0.4%	-0.1%	2.1	51	13.7%	3.2%
Cc1ccc2oc(=O)c3cc(C(=O)NCCCN4CCCC(C)C4)sc3c2c1 (stereo unspecified)	8.8%	-0.8%	-7.8%	10.9%	1.5%	0.2%	1.5	41	0.9%	-15.8%
O=C(NCc1cccnc1)c1ccc(Cn2cc(C(F)(F)F)ccc2=O)cc1	-6.6%	1.7%	-1.8%	4.8%	-0.7%	-1.3%	-0.8	106	7.5%	4.8%
CCCn1c(C)nc2cc(Cl)c(N3CCN(c4nc(-c5ccc(C)cc5)cs4)CC3)cc21	-4.1%	19.6%	-2.2%	1.5%	-0.1%	7.2%	4.4	89	4.0%	10.8%
CCCOc1ccc(C2C(C(=O)c3ccc(C)o3)=C(O)C(=O)N2Cc2ccco2)cc1OCC (stereo unspecified)	-2.6%	2.9%	-1.8%	23.3%	-1.5%	-1.9%[50 µM]	2.6	63	11.9%	9.8%
COc1ccccc1CNC(=O)c1cc(S(=O)(=O)N2CCCC2)cn1C	2.1%	2.4%	26.5%	7.2%	-0.5%	3.0%	-0.1	64	16.1%	8.0%
COc1ccc(N2CCN(CCNC(=O)Nc3cccc(C)c3C)CC2)cc1	7.8%	-0.8%	-5.1%	0.6%	-1.0%	-0.2%	-0.1	89	11.8%	-5.8%
Cc1ccccc1OCC(=O)N/N=C/c1cccc2cccnc12	-0.7%	0.8%	1.6%	9.5%	-0.7%	0.1%[50 µM]	-0.4	38	10.3%	5.9%
Cn1c(SCC(=O)NCC2CCCO2)nc2c([nH]c3ccccc32)c1=O (stereo unspecified)	-0.7%	-1.0%	5.5%	13.1%	2.0%	-0.4%	0.8	37	13.6%	-0.8%
Cc1ccc(S(=O)(=O)Nc2ccncc2)c(C)c1	-1.3%	0.4%	-1.9%	18.1%	0.0%	0.1%	2.1	95	9.5%	8.9%
O=C(NCCc1ccc(Cl)cc1)C1CCN(c2ncccn2)CC1	-3.9%	-0.3%	-5.9%	-1.1%	-0.4%	0.3%	1.0	50	2.2%	3.7%
CC(C)n1ncc2c(C(=O)O)cc(C3CC3)nc21	-9.3%	0.4%	7.8%	-15.6%	0.1%	-0.1%	0.1	56	13.1%	13.2%
Cc1cc2oc(=O)cc(CSc3nc(N)cc(N)n3)c2cc1C(C)C	4.3%	9.2%	4.1%	-4.7%	0.6%	0.1%	0.3	48	5.8%	11.9%
O=C(CSc1nnc2ccc(-c3ccccn3)nn12)Nc1ccc(F)cc1F	-11.0%	-2.3%	.	.	.	0.7%[50 µM]	1.3	46	3.9%	1.9%
CCOC(=S)SCC(=O)Nc1ncc(C)s1	-7.7%	0.7%	-3.3%	-31.2%	-0.8%	0.5%	6.3	78	?	21.3%
Brc1ccc(-c2noc3c2-c2nc(-c4ccccc4)sc2CC3)cc1	1.6%	0.8%	.	.	0.2%	0.2%	1.3	85	14.8%	1.0%
CCOc1ccc(OCCC(=O)OC(C)C(=O)Nc2ccc(Cl)cn2)cc1 (stereo unspecified)	-4.4%	.	.	.	.	0.2%[50 µM]	1.3	72	.	2.0%
Cc1sc2ncnc(NCCCn3ccnc3)c2c1C	-4.8%	0.3%	1.1%	0.0%	-0.3%	0.4%	0.3	74	16.0%	11.1%
Cc1ccc(C(=O)OC(C)CN2C(C)CCCC2C)cc1 (stereo unspecified)	-4.6%	0.3%	9.4%	-3.4%	-0.5%	2.6%[50 µM]	-1.0	62	19.8%	14.2%
CN(C(=O)c1ccc2nc(N)sc2c1)c1ccccc1	6.5%	2.8%	-2.1%	-10.8%	-0.7%	0.2%	0.8	64	10.0%	11.5%
CCSc1nnc(Cc2cc(=O)[nH]c(=O)[nH]2)n1-c1ccc(Cl)cc1	2.8%	1.3%	-0.5%	-8.2%	-0.3%	-0.3%	5.6	62	.	5.0%
O=C1CSCC(=O)N1Cc1ccc(Cl)cc1Cl	-1.3%	1.5%	-0.8%	-3.7%	0.5%	0.3%	-0.6	90	22.1%	8.9%
Cc1cc(-c2ccc(C)c(S(=O)(=O)NCCCN3CCCCCC3)c2)on1	-5.5%	0.0%	-0.9%	3.5%	0.1%	-0.1%	0.2	60	0.5%	-10.2%
COc1ccc(C2CC(c3ccc4ccccc4c3OC(C)=O)=NN2C(C)=O)cc1 (stereo unspecified)	4.7%	?	10.7%	14.4%	-0.5%	-1.2%	0.9	56	7.6%	-1.6%
COC(=O)C1=C(C(=O)OC)[C@@H]2Nc3ccccc3[C@@]23C[C@@H](C(=O)OC)N(C(=O)NC2CCCCC2)C3=N1	.	-2.5%	.	.	0.5%	.	4.1	55	2.5%	.
Nc1ccc2c(c1)C(=O)Cc1ccccc1S2	-2.6%	1.6%	-4.3%	26.3%	0.4%	0.4%[50 µM]	0.5	58	24.7%	10.7%
COc1ccc(C(=O)CCC(=O)N2CCN(c3ccc(N4CCOCC4)nn3)CC2)cc1	0.0%	0.2%	0.8%	12.7%	-0.3%	2.0%	0.4	54	1.8%	3.7%
O=C(Nc1cccc(C(=O)N2CCCCC2)c1)c1ccccc1Br	-9.0%	1.6%	3.1%	-7.7%	-0.6%	0.0%	0.8	58	8.8%	2.8%
CCCCOc1ccccc1C1C(C(=O)OC)=CN(CC)C=C1C(=O)OC	6.5%	.	1.3%	29.4%	.	-0.6%	0.4	44	5.7%	5.0%
CC(C)(Oc1ccc(CCNC(=O)c2ccc(-c3ccc(Cl)cc3)o2)cc1)C(=O)O	.	3.1%	3.3%	5.0%	1.2%	.	2.1	89	7.6%	.
CCN(C(=O)COC(=O)c1ccc(Cl)c(N)c1)C1CCS(=O)(=O)C1 (stereo unspecified)	-10.1%	0.1%	2.1%	1.4%	0.0%	-0.5%	0.2	35	21.6%	-3.7%
CCOC(=O)C1=C(C)NC(=O)NC1c1ccoc1 (stereo unspecified)	.	2.9%	0.1%	0.2%	0.1%	-0.2%	-1.3	67	16.7%	-5.6%
COc1ccc(C(=O)/C=C/Nc2ccc(S(=O)(=O)Nc3ncccn3)cc2)cc1	.	0.9%	-2.7%	11.3%	0.6%	.	1.8	73	0.4%	.
CCn1c(=O)c2cc(C(=O)NCCN(C)C)sc2c2ccccc21	-2.0%	-1.8%	0.4%	1.6%	1.7%	-0.1%	1.0	96	3.7%	20.5%
CCOc1ccc(Cl)cc1C(c1c(C)[nH][nH]c1=O)c1c(C)[nH][nH]c1=O	-7.1%	1.0%	15.2%	-6.9%	0.7%	0.3%	-0.1	44	17.9%	10.6%
Cc1nc([N+](=O)[O-])c(C(=O)O)n1C	-4.4%	-0.9%	14.2%	-2.5%	0.9%	-0.6%	0.6	39	11.0%	6.6%
